esBAF inh – SWI/SNF esBAF complex inhibition; mouse ES cells, Bmi1-luciferase knock-in reporter, 24 h; 100% = twice the neutral-well signal; reporter increase, % at 12.5 µM; hit rate 2% among 350,000; AID 602393; in the data active = activation above about 40%; inconclusive = no clear call, values can overlap the other calls;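 also: 0% = median of the plate's neutral control wells and 100% = double that signal; a rise in the Bmi1 reporter signal indicates esBAF inhibition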
RAD54 inh – inhibitors of human RAD54 branch migration | Q92698 | RAD54 Holliday junction branch migration, FAM/BHQ fluorescence | inhibition, % at 10.4 µM | hit rate 0.14% among 360,000 | AID 602329;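 active = mean normalized replicate activity at least 40 and at least half of replicates scoring 40 or more; inconclusive = only one of the two criteria met; inactive = mean below 40 and under half of replicates reaching 40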;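 also: 0% = median of neutral control wells and 100% = median of positive control wells; inhibitors cause a drop in the FAM fluorescence signal; in these data hits start at about 50%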
Target sequence (Q92698 whole entry, looked up): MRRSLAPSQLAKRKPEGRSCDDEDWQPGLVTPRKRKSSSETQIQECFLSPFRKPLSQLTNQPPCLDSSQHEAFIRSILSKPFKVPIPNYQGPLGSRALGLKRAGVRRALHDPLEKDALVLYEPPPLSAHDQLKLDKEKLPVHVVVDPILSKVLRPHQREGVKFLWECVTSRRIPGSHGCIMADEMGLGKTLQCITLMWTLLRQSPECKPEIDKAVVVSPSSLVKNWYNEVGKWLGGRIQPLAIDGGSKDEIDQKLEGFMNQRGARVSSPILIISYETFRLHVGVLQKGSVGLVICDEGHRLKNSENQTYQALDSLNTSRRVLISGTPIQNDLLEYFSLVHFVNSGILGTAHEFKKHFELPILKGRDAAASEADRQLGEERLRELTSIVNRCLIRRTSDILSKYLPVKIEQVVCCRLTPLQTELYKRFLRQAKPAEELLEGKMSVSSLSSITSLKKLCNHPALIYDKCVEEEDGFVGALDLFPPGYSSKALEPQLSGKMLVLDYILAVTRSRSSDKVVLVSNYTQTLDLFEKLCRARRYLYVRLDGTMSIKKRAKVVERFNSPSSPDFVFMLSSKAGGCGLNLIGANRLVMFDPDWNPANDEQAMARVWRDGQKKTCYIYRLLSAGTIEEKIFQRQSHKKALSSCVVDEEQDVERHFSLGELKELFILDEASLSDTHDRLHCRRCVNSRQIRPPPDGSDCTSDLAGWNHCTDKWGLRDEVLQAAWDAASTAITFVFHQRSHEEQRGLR
FN deposit inh – fibronectin deposition inhibition; inhibition, % at 12.6 µM; hit rate 0.086% among 350,000; AID 743247; AH1F fibroblasts, Alexa488-fibronectin deposition fluorescence, overnight;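 active = mean inhibition across replicates of 30% or more, regardless of how many single replicates reach that level; inconclusive = mean under 30% yet at least half of replicates reach 30%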;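 also: positive control wells lacked labelled fibronectin entirely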
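Test system: AH1F fibroblast monolayer depositing Alexa488-labelled fibronectin into matrix. Input: 10000 cells per well. Technique: fluorescence, ex 485 nm, em 525 nm. Buffer or medium: DMEM plus 2% serum, read in PBS. Timing: 1 h cell adhesion before compound, then overnight fibronectin incubation. Compound: single dose, pinned. Read-out basis: inhibition from reduced deposited-fibronectin fluorescence.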
Starred values were filed as active, the others as inactive; ? = inconclusive.

The line under a structure holds: esBAF inh	RAD54 inh	FN deposit inh
- Cc1cc(C)n2ncc(C(=O)NCc3ccc(Cl)cc3)c2n1
→ -2	1	46*
- O=C1CSC(c2ccccc2F)N1CCN1CCCCC1 (centres undefined)
→ 3	-18	0
- COc1ccc2ncn(-c3ccccc3)c2c1
→ -10	-6	9
- Cc1ccc(-n2c(=O)c3sccc3n(CC(=O)N3CCCC3)c2=O)cc1
→ -8	-7	-1
- CSc1nnc2c(n1)c(C)nn2-c1cccc(C)c1
→ 45*	-5	-4
- O=C(Nc1ccccn1)NC(C(F)(F)F)C(F)(F)F
→ 4	3	-6
- O=C(NC1CCCCCC1)C1CCN(c2nc3ccccc3o2)CC1
→ 0	-4	1
- CC(C)(C)NC(=O)NC(=O)CN1CCN(c2ncc(C(F)(F)F)cc2Cl)CC1
→ 6	4	1
- O=C(c1ccc(COc2ccccc2Br)o1)N1CCN(c2ccccn2)CC1
→ -5	-5	-1
- COc1ccc(C)cc1NC(=O)COC(=O)c1c(C)noc1C
→ -8	-2	4
- COc1ccccc1C(O)P(=O)(OC(C)C)c1ccc(N(C)C)cc1 (centres undefined)
→ 9	-1	0
- Nn1c(SCC(=O)NC2CCCCC2)nnc1C1CC1
→ 1	0	6
- O=C(CN1C(=O)NC2(CCCCCC2)C1=O)N1CCN(S(=O)(=O)c2ccc(Cl)cc2)CC1
→ -2	6	22
- CCNC(=O)C1(c2ccccc2)CCCC1
→ 1	-1	-1
- O=C(CSc1nnc(-c2ccccc2)o1)N1CCN(c2ccccc2)CC1
→ -3	-2	6
- O=C(OCC(=O)N1CCN(c2ccccc2)CC1)c1cccc(Cl)c1
→ -1	-6	-8
- CCOC(=O)c1nn(-c2ccc(C)cc2)cc1C(=O)c1ccccc1
→ 79*	6	-27
- CCN(CC)S(=O)(=O)c1ccc(N2CCOCC2)c(NC(=O)C(=O)c2c(-c3ccccc3)cc3ccccn23)c1
→ 11	1	-4
- Clc1ccc(-c2cc3ccccc3[nH]2)cc1
→ 81*	1	-8
- CNC(=S)Nc1ccc(Nc2ccccc2)cc1
→ 35	7	6
- CC(C)CCn1c(Br)nc2c1c(=O)n(CC(N)=O)c(=O)n2C
→ -7	-16	3
- CC1Cc2ccccc2N1S(=O)(=O)c1cccc2nsnc12 (centres undefined)
→ -3	2	9
- COc1ccc(OC)c(-c2cn(S(=O)(=O)c3ccccc3)nc2N)c1
→ 12	2	6
- CC(=O)c1ccc(OCCCC(=O)n2nnc3ccccc32)cc1
→ -5	-20	4
- CCOC(=O)C1C(=O)C=C(C)C(C(=O)OCC)C1c1ccc(OC)cc1 (centres undefined)
→ -2	-1	6
- COc1ccc(C(=O)c2ccc(N3CCOCC3)cc2)c(OC)c1
→ 9	-2	12
- COc1ccc(Cn2c(SCc3ccc(C)cc3)nc3cc(OC)c(OC)cc3c2=N)cc1Cl
→ -80	-3	1
- Clc1ccccc1CSc1ncn(-c2ccccc2)n1
→ 67*	3	-10
- COc1ccc(C(=O)CSc2nnc(CNc3ccc(C)cc3C)o2)cc1
→ -3	2	7
- COc1cc(C(=S)N2CCC(C)CC2)ccc1O
→ -3	2	10
- Cn1c2ccccc2c2ncn(CCN3CCOCC3)c(=O)c21
→ 6	13	-5
- COc1ccc(NC(=O)COC(=O)c2c3c(nc4ccccc24)CCCC3)cc1
→ -2	1	-6
- O=S(=O)(c1ccc2nc(Cc3cccc(C(F)(F)F)c3)[nH]c2c1)N1CCOCC1
→ 5	1	-3
- COC(=O)\C(C(C)=O)=C(/C=C/C=C/N(C)C)N(C)C
→ 2	-17	4
- O=C(NCCCN1CCCC1=O)c1ccccc1NS(=O)(=O)c1ccc(Br)cc1
→ 1	3	-2
- COc1cccc(-c2nn3c(-c4cccc(C)c4)nnc3s2)c1
→ 17	-8	-10
- Cn1c(SCC(=O)NCc2ccco2)nnc1-c1cccs1
→ -5	8	6
- COc1ccc(CNC(=O)c2cc(-c3ccc(OC)c(OC)c3)on2)cc1
→ -4	-3	-14
- COc1cc(=O)n2c(-c3ccccc3)csc2n1
→ 6	5	1
- O=C(N/N=C/c1ccc(OC(=O)c2ccccc2)cc1)c1ccc(CN2CCOCC2)cc1
→ 0	6	-8
- CCOC(=O)N1CCN(CC(=O)Nc2cc(OCC)ccc2OCC)CC1
→ 4	-7	8
- O=C(Nc1cccn(Cc2c(Cl)cccc2Cl)c1=O)c1ccc(Cl)cc1
→ 32	-6	5
- Cc1cc(NC(=O)c2ccc3c(c2)C(=O)N(C)C3=O)no1
→ 1	0	8
- O=C(NCc1ccco1)C(c1ccccc1)N(C(=O)Cc1cccs1)c1ccccc1F (centres undefined)
→ 7	6	-1
- COCCn1c(SCC(=O)Nc2cc(C)cc(C)c2)nnc1C(C)C
→ -8	-5	-4
- O=C1CC(c2ccccc2)c2ccc(O)cc2O1 (centres undefined)
→ -5	4	1
- COc1ccc(CSc2nnc(SCc3ccc([N+](=O)[O-])cc3)s2)cc1
→ 4	-1	-5
- CCNC(=O)COc1ccc(Br)cc1Cl
→ 14	4	-7
- Cc1ccc(-c2c(C#N)c(N)nc3c2CCCCCC3)o1
→ 1	-3	-3
- O=C(C1CCN(Cc2ccc(F)cc2)CC1)N(CCO)Cc1ccccc1
→ 0	7	-1
- O=C(NN1c2ccccc2CCc2ccccc21)c1ccccc1Br
→ -1	-6	-16
- COc1ccc(Cc2nc3ccc(S(=O)(=O)N4CCOCC4)cc3[nH]2)cc1OC
→ 13	-3	9
- Cc1nc(NCCc2ccccc2)c2oc3ccccc3c2n1
→ 7	-8	4
- Cc1cc(=O)oc2cc(OCC(=O)NCc3ccco3)ccc12
→ -1	-14	-2
- CCOc1ccc(CNC(=O)c2cc3oc4ccccc4c3n2C)cc1
→ 2	-21	-2
- CN(C)c1nc(OCCOC(=O)c2ccccc2)nc(N(C)C)n1
→ 3	6	-2
- CC(C)n1cc(C(=O)c2cc(Br)ccc2O)cc(C#N)c1=O
→ 1	-15	-1
- O=C(c1cccc(F)c1)N1CCCC(C(=O)N2CCCC2)C1 (centres undefined)
→ -8	-16	2
- COCCSc1ccccc1C(=O)Nc1cccnc1
→ 2	-17	13
- Cc1noc(C)c1C(=O)NCCCN1CCCC1=O
→ 0	-14	3

The listing continues:
The line under a structure holds: esBAF inh	RAD54 inh	FN deposit inh
- COc1ccc(Br)cc1CNCCSc1nnnn1C
→ 4	-8	0
- Cc1ccc(SCCC(=O)N2CCC(C)CC2)cc1
→ 59*	5	5
- Cc1ccc(-n2nnnc2-c2cnc3cc4c(cc3c2C)OCO4)cc1
→ 2	-7	3
- C#CCN1C(=O)C(O)(CC(=O)c2cc(OC)ccc2OC)c2ccccc21 (centres undefined)
→ 0	14	4
- Cc1cc(NC(=O)CS(=O)(=O)c2cn(Cc3ccccc3Cl)c3ccccc23)no1
→ 3	3	0
- O=C(CS(=O)CC(=O)N(CC(=O)NC1CCCC1)c1ccc2c(c1)OCCO2)Nc1ccc(F)cc1 (centres undefined)
→ 4	-3	16
- Cc1ccc(-c2nnc(SCC(=O)N3c4ccccc4NC(=O)C3(C)C)n2N)cc1
→ 8	-15	-1
- CCOC(=O)c1cc(C(=O)Nc2cccc(C)c2)nn1C
→ 22	2	3
- CCOC(=O)C1=C(C)N=C(SC)N(C)C1c1ccccc1 (centres undefined)
→ 5	7	9
- Cc1occc1-c1nnc(SCC(=O)N2CCOCC2)o1
→ -4	-23	-1
- COc1ccc(/C=N/NC(=O)C(Cc2c[nH]c3ccccc23)NC(=O)OCC(C)C)cc1[N+](=O)[O-] (centres undefined)
→ -5	6	7
- c1ccc2c(c1)[nH]c1c(N3CCN(C4CCCCC4)CC3)ncnc12
→ -6	?	11
- Cc1cc(SCC(=O)NC(=O)NCc2ccco2)nc2ccccc12
→ 5	-8	10
- COC(=O)CNc1c(-c2ccccn2)nc2ccc(Br)cn12
→ 15	10	-5
- CCC(C)N=Cc1c(NCc2ccco2)nc2c(C)cccn2c1=O (centres undefined)
→ 0	1	5
- CCOC(=O)c1cnn(-c2cc(C(C)(C)C)nc3c(-c4ccccc4)c(C)nn23)c1N
→ 8	5	14
- COc1cccc(-c2cc(C(=O)NCCCn3ccnc3)no2)c1
→ 2	8	-1
- Cc1ccc2c(c1)nnn2C1CCN(S(=O)(=O)c2ccc(C(=O)N3CC(C)CC(C)C3)cc2)CC1 (centres undefined)
→ 13	4	2
- Cc1ccc(S(=O)(=O)NC(=O)NCc2ccc3c(c2)OCO3)cc1
→ 3	4	2
- CCc1nnc(NC(=O)CSc2nnc(-c3c[nH]c4ccccc34)n2C)s1
→ -3	7	-4
- O=c1[nH]n2c(=O)c3c([nH]c2c1N=Nc1cccc(C(F)(F)F)c1)CCCC3
→ 2	3	2
- CSc1nc2ccccc2n1C(=O)Oc1ccccc1
→ 4	-1	-4
- O=C(O)CC(CC(=O)Nc1nncs1)c1ccccc1 (centres undefined)
→ -3	6	-1
- Cc1ccccc1C(=O)N1CCC(C(=O)Nc2ccc(S(=O)(=O)N(C)C(C)C)cc2)CC1
→ 10	-4	1
- O=C(Nc1ccccc1C(F)(F)F)N1CCCCCC1
→ 18	-23	8
- O=C(Nc1ccncc1)C1c2ccccc2Oc2ccccc21
→ 5	1	0
- CC(NC(=O)Nc1ccccc1)c1ccccc1 (centres undefined)
→ 5	-2	5
- CSc1cccc(NS(=O)(=O)c2ccc(F)cc2)c1
→ -2	-6	-12
- CCOC(=O)CSC1=C(C#N)C(=O)NC(c2ccc(OC)cc2)S1 (centres undefined)
→ -4	-7	2
- CCC1CCc2[nH]nc(C(=O)O)c2C1 (centres undefined)
→ 1	-7	12
- Cc1cc(/C=C(\C#N)C(=O)NCc2cccs2)c(C)n1-c1ccccc1F
→ 39	3	17
- CCCCSc1nnc(-c2ccc(OC)cc2)n1C
→ 56*	8	-15
- O=C(CNC(=O)C1CCCCC1)Nc1ccc(Cl)cc1
→ 18	2	6
- COc1ccc(N2CCN(CCCNC(=O)Nc3ccccc3)CC2)cc1
→ 8	-8	-5
- Nc1nonc1C(=O)NC(c1ccccc1)c1ccccc1
→ -11	0	0
- CC(C)NC(=O)CSc1nc(Cc2cccs2)nc2ccccc12
→ -6	1	-10
- COc1ccc(-c2cc(C(F)(F)F)nc(N3CCN(Cc4ccccc4)CC3)n2)cc1OC
→ 0	1	7
- CC(C)c1nc(SCC(=O)N2CCCC2)c2ccccc2n1
→ 6	6	-42
- Cn1c(SCC(=O)N2CCc3ccccc3C2)nnc1-c1cccs1
→ -4	-3	2
- COc1ccc(NC2=NCC(=O)N2c2ccccc2F)c(OC)c1
→ -1	11	-4
- CN(C)c1nc(Oc2ccc(N)cc2)nc(N(C)C)n1
→ -4	2	1
- CCn1nc(C(=O)OCC(=O)c2ccc3c(c2)OCCO3)c2ccccc2c1=O
→ -2	-9	4
- CC(=O)CC(C)=NCCN=C(C)CC(C)=O
→ -8	-10	-10
- O=C(NCc1ccccc1Cl)c1ccc2c(=O)n(CCCN3CCCC3=O)c(=S)[nH]c2c1
→ -3	-4	-1
- CC(C)C(=O)OCCN=C1NS(=O)(=O)c2ccccc21
→ 4	5	-5
- CCCc1nnc(NC(=O)CCN2C(=O)c3ccccc3C2=O)s1
→ 1	2	-2
- COc1ccc(-n2c(SCC(N)=O)nnc2-c2ccc(NS(=O)(=O)c3ccc(C)cc3)cc2)cc1
→ 1	-1	14
- CC12CC(NC(=O)N1c1cccc(C(=O)N3CCN(c4ccccc4F)CC3)c1)c1ccccc1O2 (centres undefined)
→ -3	10	8
- Cc1cccc(C)c1NC(=O)CSc1nnc(-c2ccco2)n1N
→ -4	-8	8
- COc1ccc(CCN(C(=O)C(F)(F)F)C(C(=O)NC2CCCCC2)c2ccc(C)s2)cc1OC (centres undefined)
→ 4	7	14
- Cn1c(SCc2ccc(Cl)cc2Cl)nc(C(F)(F)F)cc1=O
→ -10	1	-9
- CCOC(=O)C1CCN(Cc2ccc(O)c3ncccc23)CC1
→ -51	-5	8
- CCCc1nc2c(C)cc(C)cc2c(N)c1CC
→ -11	8	1
- O=C(O)c1ccccc1C(=O)Nc1ccccn1
→ 5	-7	1
- Cc1ccccc1CN1CCNC1=O
→ 7	-4	14
- Cn1ncc2c(Nc3cccc4ccccc34)ncnc21
→ -3	4	2
- O=C(NC1CCCCC1)c1ccc(S(=O)(=O)NCc2cccnc2)cc1
→ 0	1	0
- COc1cc(C)c(S(=O)(=O)n2ccc(C)n2)cc1C
→ -8	7	8
- CCN(CC)C(=O)COn1c(SCC(=O)N(CC)CC)nc2ccccc2c1=O
→ 0	-4	-2
- CSc1nnc(-c2cccs2)n1-c1ccccc1
→ -4	-3	-12
- COCCCNC(=O)c1ccc2c(c1)OCO2
→ 13	0	8
- O=C1C2C3C=CC(C3)C2C(=O)N1/N=C/c1cn(Cc2ccc(F)cc2)c2ccccc12 (centres undefined)
→ 6	6	7
- O=C(O)/C=C\C(=O)Nc1ccccc1C#Cc1ccc(Br)cc1
→ 11	-19	3

Bioassay records (PubChem BioAssay)

Only part of the results is shown, so the mix of outcomes need not match the whole.
